Assay outcomes as filed in PubChem BioAssay.
TcdB inh: blocks C. difficile toxin B glycohydrolase activity | P18177 | TcdB glycohydrolase enzymatic assay, plate reader | inhibition, % at 9.99 µM | 0.24% of 350,000 active | AID 652162; in the data active = inhibition above about 10%
Yp Topo-I inh: Y. pestis Topo-I inhibition via cleavage products; activity, % at 10 µM; AID 504884; Y. pestis Topo-I cleavage product accumulation, plate reader; 0.064% of 360,000 active; in the data active = activity above about 50%, passing the limit was not always enough; inconclusive = no clear call, values can overlap the other calls; also: inactives centre near 2
GDH-TPI inh: inhibits GDH-TPI coupling enzymes, artifact for Mtb FBA screen; GDH-TPI coupled enzyme counterscreen, NADH absorbance; inhibition, % at 4.8 µM; 1.2% of 360,000 active; in the data active = inhibition above about 30%;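 also: 0% = DMSO wells and 100% = wells lacking the enzyme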
FBA Mtb inh: Mtb fructose-bisphosphate aldolase inhibition. P9WQA3. purified M. tuberculosis FBA, fluorescence read-out. inhibition, % at 1 µM. 2.3% of 360,000 active. AID 588726; in the data active = inhibition above about 27%;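 also: 0% = vehicle and 100% = reference inhibitor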
Target sequence (P9WQA3 whole entry, looked up): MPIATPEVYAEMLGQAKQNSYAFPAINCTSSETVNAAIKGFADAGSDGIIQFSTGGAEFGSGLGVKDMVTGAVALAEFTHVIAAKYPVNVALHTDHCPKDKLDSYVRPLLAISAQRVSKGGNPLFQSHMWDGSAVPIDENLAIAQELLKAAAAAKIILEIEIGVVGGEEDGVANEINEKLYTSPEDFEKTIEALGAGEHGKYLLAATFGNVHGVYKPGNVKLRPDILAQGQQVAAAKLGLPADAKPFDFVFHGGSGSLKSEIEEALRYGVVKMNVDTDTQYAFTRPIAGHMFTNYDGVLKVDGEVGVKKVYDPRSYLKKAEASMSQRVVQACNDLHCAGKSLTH
Vc quorum ag: inducers of Vibrio cholerae quorum light production without autoinducers; V. cholerae BH1578 lux reporter, luminescence, 6 h; AID 588436; 0.16% of 350,000 active; activation, % at 18.7 µM; in the data active = activation mostly above about 9.7%, no sharp cut-off; inconclusive = no clear call, values can overlap the other calls; inactive = mostly below about 3.7%; also: not every result past the cut was called active; inactives centre near 0; reference of the scale not given here
Mtb UGM inh: Mtb UDP-galactopyranose mutase inhibition; purified UGM, fluorescence polarization probe displacement; inhibition, % at 10 µM; AID 504406; P9WIQ1; 0.06% of 320,000 active; in the data active = inhibition above about 10%, passing the limit was not always enough; inconclusive = no clear call, values can overlap the other calls
Target sequence (P9WIQ1 whole entry, looked up): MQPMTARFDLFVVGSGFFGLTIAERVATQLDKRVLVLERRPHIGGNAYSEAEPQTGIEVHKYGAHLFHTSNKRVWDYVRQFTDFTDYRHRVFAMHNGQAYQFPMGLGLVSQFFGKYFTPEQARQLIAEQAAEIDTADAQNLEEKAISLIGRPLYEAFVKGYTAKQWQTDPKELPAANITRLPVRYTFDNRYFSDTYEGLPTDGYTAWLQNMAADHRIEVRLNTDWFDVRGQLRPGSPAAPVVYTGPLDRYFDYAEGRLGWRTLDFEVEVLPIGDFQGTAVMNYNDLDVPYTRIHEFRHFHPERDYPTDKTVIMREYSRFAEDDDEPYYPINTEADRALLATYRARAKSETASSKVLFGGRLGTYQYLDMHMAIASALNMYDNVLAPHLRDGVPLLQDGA
PfHsp40 yeast: rescue of PfHsp40-mediated yeast toxicity; S. cerevisiae expressing PfHsp40, growth rescue, ATP luminescence; 0.68% of 340,000 active; growth rescue, % at 12.5 µM; AID 504582; in the data active = growth rescue above about 28%, passing the limit was not always enough; inconclusive = no clear call, values can overlap the other calls;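 also: yeast W303a lacking pdr1 and pdr3 grown in galactose medium; growth measured after three days at 30 °C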
Mtb BioA inh: blocks M. tuberculosis BioA enzyme activity | purified M. tuberculosis BioA enzyme, plate reader | inhibition, % at 9.99 µM | 0.096% of 360,000 active | AID 602481; in the data active = inhibition above about 40%; inconclusive = no clear call, values can overlap the other calls
FadD28 FP inh: blocks FadD28 binding to the bisubstrate probe. fluorescence polarization. inhibition, % at 12.5 µM. 0.22% of 360,000 active. AID 588549; in the data active = inhibition above about 8.5%, passing the limit was not always enough; inconclusive = no clear call, values can overlap the other calls
* hit, by the source's call; i = inactive; ? = inconclusive; nt = no result given; & = joins results of further samples.

entry	Structure	TcdB inh	Yp Topo-I inh	GDH-TPI inh	FBA Mtb inh	Vc quorum ag
1	COc1ccc(CC2(C)OC(c3ccc(C)cc3)=NN2C(C)=O)cc1 (stereo unspecified)	nt	22	4	13	-0.2
2	CC(=O)Nc1ccc(NC(=O)CN(c2cccc(C)c2)S(C)(=O)=O)cc1	nt	3	1	2	2.0
3	C[C@@H](NC(=O)Cn1cnc2c(NCc3ccccc3)ncnc21)c1cccc2ccccc12	0.0	11	-16	0	i
4	CC(=O)Nc1nc(C)c(Oc2cccc(C(F)(F)F)c2)c(=O)[nH]1	2.1	4	-6	-1	i
5	CN(C)C(=O)c1cc(Cl)ccc1Sc1cc(Cl)ccc1Cl	nt	19	-10	3	-0.6
6	c1cc(-c2noc(CC3CCCCC3)n2)ccn1	nt	-13	-2	-5	nt
7	Cc1ccc(S(=O)(=O)Nc2cc(C(F)(F)F)ccc2N2CCOCC2)cc1C	1.3	16	7	-1	-0.1
8	COc1ccc(C(=O)c2ccccc2C(=O)c2ccccc2)cc1	3.2	20	2	-4	i
9	CCOC(CNC(=O)c1cc(C)nn1-c1ccccc1)OCC	nt	-2	-15	-2	i
10	COC(=O)Cn1cnc2c(cnn2-c2ccc(OC)cc2)c1=O	1.8	-7	12	-3	-0.1
11	Cc1nn(-c2ccccc2)c(N)c1Sc1ccccc1[N+](=O)[O-]	0.8	-5	8	1	i
12	CN1CCc2c(sc(NC(=O)CS(=O)(=O)c3ccc(F)cc3)c2C(N)=O)C1	0.7	-2	8	-1	i

entry	Mtb UGM inh	PfHsp40 yeast	Mtb BioA inh	FadD28 FP inh
1	-0.4	3.9	nt	0.7
2	-0.8	?	-0.3	0.0
3	nt	-0.4	-2.7	-3.4
4	-2.0	-1.0	nt	-1.0
5	-1.6	1.8	0.4	-5.5
6	0.0	-0.5	0.9	-0.7
7	0.3	-0.6	nt	2.9
8	nt	1.4	nt	-4.5
9	-3.0	-1.2	nt	-3.5
10	0.8	0.0	7.5	-3.1
11	-0.7	-0.3	nt	-1.9
12	1.3	-0.6	nt	-0.9

The list goes on:
entry	Structure	TcdB inh	Yp Topo-I inh	GDH-TPI inh	FBA Mtb inh	Vc quorum ag
13	CCOc1ccccc1N(CC(=O)OC)S(=O)(=O)c1ccccc1	nt	-7	-3	6	-0.4
14	FC(F)(F)c1ccccc1CNCc1ccc2c(c1)OCO2	0.9	6	-7	2	i
15	O=C(CN1CCN(C2CCCCC2)CC1)Nc1ccccc1N1CCCCC1	nt	13	4	0	-3.6
16	N#Cc1cc(-c2ccccc2)oc1NC(=O)c1ccccc1	nt	6	19	-1	-0.7
17	Fc1ccc(NCc2n[nH]c(=S)n2Cc2ccccc2)cc1	-4.6	1	0	6	-0.2
18	O=C(COc1ccc(Cl)cc1Cl)N1CCCCCC1	nt	10	3	-1	-0.2
19	CCC1(c2ccc(F)cc2)NC(=O)N(CC(=O)N(C)C2CCS(=O)(=O)C2)C1=O (stereo unspecified)	0.9	-2	13	0	-1.4
20	CCCNC(=O)c1ccc2c(=O)c(O)c(-c3ccc(Cl)c([N+](=O)[O-])c3)[nH]c2c1	0.7	2	13	6	1.5
21	COc1ccccc1NC(=O)CN(Cc1ccco1)C(=O)c1cccs1	nt	-16	-3	-1	i
22	Nc1nnnn1/N=C/c1ccc(F)cc1	0.2	-8	-1	-3	-0.6
23	O=C(Nc1ccc(O)cc1)N1CCOCC1	-1.1	-5	5	0	-0.9
24	CNC(=O)OCCc1nccn1C	nt	-1	4	2	-1.0

entry	Mtb UGM inh	PfHsp40 yeast	Mtb BioA inh	FadD28 FP inh
13	-2.2	0.5	-0.3	-2.2
14	-0.1	-1.2	2.2	-1.4
15	2.4	-0.8	3.5	-1.7
16	0.8	0.9	-1.7	-2.0
17	3.2	-0.7	6.2	-3.5
18	0.4	0.4	4.3	-2.0
19	4.7	-0.6	-0.8	0.0
20	-1.6	210*	0.6	-3.4
21	3.0	0.4	nt	-3.8
22	2.3	0.5	-0.3	nt
23	0.4	-1.1	-1.7	-0.5
24	-0.4	4.3	-0.8	-2.3

Continuation.
entry	Structure	TcdB inh	Yp Topo-I inh	GDH-TPI inh	FBA Mtb inh	Vc quorum ag
25	O=C(Cc1c(F)cccc1Cl)Nc1ccc(-n2cnnn2)cc1	1.8	-3	1	7	-1.2
26	O=C(C1CC(=O)N(C2CCCCC2)C1)N1CCC2(CC1)OCCO2 (stereo unspecified)	nt	-8	10	0	8.3
27	CCOCc1nnc(NC(=O)C2CC(=O)N(CCc3ccc(F)cc3)C2)s1 (stereo unspecified)	-0.2	-4	-5	-4	-2.1
28	CC1(c2cccc(Br)c2)NC(=O)N(CC(=O)NCCC2=CCCCC2)C1=O (stereo unspecified)	1.1	23	7	-2	-0.5
29	COc1cc(C(=O)NNC(=S)NC(=O)c2ccc3c(c2)OCO3)cc(OC)c1OC	0.0	-4	19	2	-0.8
30	Clc1cccc(C2Nc3cccc4cccc(c34)N2)c1	1.3	-7	3	2	i
31	Cc1csc(=O)n1CCC(=O)OC(C)C(=O)Nc1ccc(N2CCOCC2)cc1 (stereo unspecified)	0.7	5	5	0	i
32	O=C(C1CCC(=O)N(C2CC2)C1)N(CCO)Cc1ccccc1 (stereo unspecified)	-0.4	2	-4	-1	-0.4
33	CC(=O)C1=C(O)C(=O)N(c2nnn(C)n2)C1c1cccs1 (stereo unspecified)	0.6	-7	27	0	-0.2
34	O=C(Nc1ccccc1)SC1CCCCC1	4.8	3	-3	0	i
35	COCCN(C(=O)Cc1cccs1)C(C(=O)NC1CCCC1)c1cc(OC)c(OC)c(OC)c1 (stereo unspecified)	0.1	7	2	-1	-0.8
36	O=c1[nH]c(SCc2cccc(Cl)c2)nc2[nH]ncc12	1.0	-2	-2	0	i

entry	Mtb UGM inh	PfHsp40 yeast	Mtb BioA inh	FadD28 FP inh
25	1.3	-0.7	nt	-0.2
26	-3.1	-0.3	-2.6	-1.3
27	-1.4	-0.9	-0.2	-3.4
28	nt	nt	-0.1	-0.5
29	1.1	nt	0.8	-1.5
30	3.6	-1.4	-1.7	-0.5
31	1.9	-1.0	0.5	1.6
32	1.5	-1.7	-1.5	0.8
33	0.4	-2.0	-1.2	-3.7
34	nt	1.9	0.7	-0.6
35	-1.6	0.1	0.8	1.0
36	-2.3	0.3	nt	-4.9

Exported with one line to a screen: entries from further up
[29] COc1cc(C(=O)NNC(=S)NC(=O)c2ccc3c(c2)OCO3)cc(OC)c1OC
[30] Clc1cccc(C2Nc3cccc4cccc(c34)N2)c1
[31] Cc1csc(=O)n1CCC(=O)OC(C)C(=O)Nc1ccc(N2CCOCC2)cc1 (stereo unspecified)
[32] O=C(C1CCC(=O)N(C2CC2)C1)N(CCO)Cc1ccccc1 (stereo unspecified)
[33] CC(=O)C1=C(O)C(=O)N(c2nnn(C)n2)C1c1cccs1 (stereo unspecified)
[34] O=C(Nc1ccccc1)SC1CCCCC1
[35] COCCN(C(=O)Cc1cccs1)C(C(=O)NC1CCCC1)c1cc(OC)c(OC)c(OC)c1 (stereo unspecified)

| Compound | 29 | 30 | 31 | 32 | 33 | 34 | 35 |
| --- | --- | --- | --- | --- | --- | --- | --- |
| TcdB inh | 0.0 | 1.3 | 0.7 | -0.4 | 0.6 | 4.8 | 0.1 |
| Yp Topo-I inh | -4 | -7 | 5 | 2 | -7 | 3 | 7 |
| GDH-TPI inh | 19 | 3 | 5 | -4 | 27 | -3 | 2 |
| FBA Mtb inh | 2 | 2 | 0 | -1 | 0 | 0 | -1 |
| Vc quorum ag | -0.8 | i | i | -0.4 | -0.2 | i | -0.8 |
| Mtb UGM inh | 1.1 | 3.6 | 1.9 | 1.5 | 0.4 | nt | -1.6 |
| PfHsp40 yeast | nt | -1.4 | -1.0 | -1.7 | -2.0 | 1.9 | 0.1 |
| Mtb BioA inh | 0.8 | -1.7 | 0.5 | -1.5 | -1.2 | 0.7 | 0.8 |
| FadD28 FP inh | -1.5 | -0.5 | 1.6 | 0.8 | -3.7 | -0.6 | 1.0 |

[36] O=c1[nH]c(SCc2cccc(Cl)c2)nc2[nH]ncc12

| Compound | 36 |
| --- | --- |
| TcdB inh | 1.0 |
| Yp Topo-I inh | -2 |
| GDH-TPI inh | -2 |
| FBA Mtb inh | 0 |
| Vc quorum ag | i |
| Mtb UGM inh | -2.3 |
| PfHsp40 yeast | 0.3 |
| Mtb BioA inh | nt |
| FadD28 FP inh | -4.9 |

Additional entries follow.
entry	Structure	TcdB inh	Yp Topo-I inh	GDH-TPI inh	FBA Mtb inh	Vc quorum ag
37	Cc1cc(Br)ccc1OCCCCNC(C)(C)C	nt	-3	-1	6	-0.3
38	C/C(=N\NC(=O)CSc1nnc(C)s1)c1ccc(O)cc1	-14	-2	10	2	i
39	Cc1cccc(C)c1OCc1cc(C(=O)N(C)Cc2nc3ccccc3[nH]2)no1	0.3	6	1	-1	-0.8
40	Cc1ccc(S(=O)(=O)N2CCC(C(=O)OCC(=O)N(Cc3ccccc3)C(C)C)CC2)cc1C	-0.2	7	-1	1	i
41	C[C@H]1CN([C@@H](C)CO)C(=O)CCCn2nncc2CO[C@H]1CN(C)C(=O)Nc1ccnc(N2CCOCC2)c1	-4.3&0.0	-11	12	4	-0.4
42	CCOc1ccccc1NC(=O)CC1Nc2ccccc2NC1=O (stereo unspecified)	nt	0	19	3	-1.0
43	CCCC#Cc1ccc2c(c1)O[C@@H](CN(C)Cc1ccc3c(c1)OCO3)[C@H](C)CN([C@@H](C)CO)S2(=O)=O	0.7&-2.1&-1.2	-6	16	4	0.2
44	Cn1c(=O)c2c(-c3ccccc3)n(-c3ccccc3O)cc2n(C)c1=O	-0.6	4	13	5	2.9
45	COc1ccc(OC)c(S(=O)(=O)N2Cc3ccccc3CC2C(=O)Nc2nccs2)c1 (stereo unspecified)	nt	-3	-3	-2	-4.5
46	O=C(NC1CCCCC1)c1ccc(S(=O)(=O)N2CCCC2)cc1	nt	15	8	4	i
47	CC1NC(=O)c2cccnc2-n2c1nc1ccccc1c2=O (stereo unspecified)	1.1	0	7	3	-0.4
48	COc1ccc(CNC(=O)CN(C(=O)c2ccc(CN3CCOCC3)o2)C2CCCC2)cc1	nt	-2	1	1	i

entry	Mtb UGM inh	PfHsp40 yeast	Mtb BioA inh	FadD28 FP inh
37	1.7	0.5	0.7	-4.3
38	-0.7	-1.2	nt	-2.8
39	0.8	2.4	0.2	-0.9
40	nt	nt	-0.7	-2.7
41	nt	nt	-3.8&1.4	0.2
42	-1.4	1.6	-0.8	-1.1
43	nt	nt	-2.4&-1.4	-1.8
44	1.7	-0.7	-0.2	0.8
45	0.1	-0.5	-1.6	-1.8
46	2.4	1.2	0.5	-1.4
47	nt	nt	-0.7	-2.7
48	-0.7	-0.3	-1.8	0.4

(list continues)
entry	Structure	TcdB inh	Yp Topo-I inh	GDH-TPI inh	FBA Mtb inh	Vc quorum ag
49	COc1cccc(CNC(=O)c2ccc(COc3ccccc3)cc2)c1	3.2	0	-3	0	0.2
50	COC(=O)c1cc2sc(Cl)cc2n1Cc1nc(-c2ccccc2)oc1C	0.9	4	-9	4	-0.2
51	NC(=O)C1CCN(C(=O)c2ccc3c(=O)n(Cc4ccco4)c(SCc4ccc([N+](=O)[O-])cc4)nc3c2)CC1	0.8	2	7	-2	-0.3
52	Cc1cc(NC(=O)c2cccnc2Cl)ccc1NC(=O)c1cc2ccccc2o1	0.1	9	2	2	-0.5
53	Oc1ccccc1N1CCN(c2ncccn2)CC1	-1.1	1	11	2	i

entry	Mtb UGM inh	PfHsp40 yeast	Mtb BioA inh	FadD28 FP inh
49	-1.0	3.5	-3.2	1.2
50	1.0	-0.4	-0.6	1.5
51	1.2	6.7	6.1	-3.0
52	-2.5	-1.0	4.0	-0.4
53	-0.5	-0.3	-0.7	-0.6

From entry 51 to 52, copied from above:
entry	Structure	TcdB inh	Yp Topo-I inh	GDH-TPI inh	FBA Mtb inh	Vc quorum ag
51	NC(=O)C1CCN(C(=O)c2ccc3c(=O)n(Cc4ccco4)c(SCc4ccc([N+](=O)[O-])cc4)nc3c2)CC1	0.8	2	7	-2	-0.3
52	Cc1cc(NC(=O)c2cccnc2Cl)ccc1NC(=O)c1cc2ccccc2o1	0.1	9	2	2	-0.5

entry	Mtb UGM inh	PfHsp40 yeast	Mtb BioA inh	FadD28 FP inh
51	1.2	6.7	6.1	-3.0
52	-2.5	-1.0	4.0	-0.4
